Screening results deposited in PubChem BioAssay by several laboratories.
CSM14.1 death rescue – rescue of cells from ER stress-induced death, primary screen, 384-well, CSM14.1, thapsigargin, ATP luminescence (AID 1222); 190,000 tested, under 10 active; one-dose cellular ATP content (survival), % at 20 µM; EC50 in µM for titrated hits; CSM14.1 thapsigargin-induced death rescue, ATP luminescence; higher % means a stronger effect;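 active = EC50 below 50 µM in the dose-response confirmation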;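 also: death triggered by thapsigargin at about 15 µM added after 2 h compound pretreatment; cell ATP read after overnight thapsigargin exposure of roughly 18 to 22 hours; normalized against plate controls of thapsigargin alone and 5% DMSO vehicle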
KOR beta-arrestin-1 – KOR antagonists, beta-arrestin recruitment, cell-based, luminescence, uHTS (AID 1778) | one-dose inhibition, % at 10 µM; IC50 in µM for titrated hits | actives 0.091% (n = 290,000) | KOR beta-arrestin recruitment, luminescence, antagonist mode; higher % means a stronger effect; also: strong numbers were not always called active
NTR1 ag – agonists of NTR1, primary screen, imaging, U2OS cells, beta-arrestin-GFP, high content (AID 493036); Neurotensin receptor type 1 (Homo sapiens), P30989; NTR1-U2OS beta-arrestin-GFP spot imaging, agonist mode; activation, % at 20 µM; actives 0.17% (n = 330,000);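 active = activation at or above 40% of the spot to cytoplasm intensity ratio, with at least 20 cells analyzed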;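 also: 0% = DMSO without peptide and 100% = 100 nM NTR1 peptide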
Target sequence (P30989 whole entry, looked up): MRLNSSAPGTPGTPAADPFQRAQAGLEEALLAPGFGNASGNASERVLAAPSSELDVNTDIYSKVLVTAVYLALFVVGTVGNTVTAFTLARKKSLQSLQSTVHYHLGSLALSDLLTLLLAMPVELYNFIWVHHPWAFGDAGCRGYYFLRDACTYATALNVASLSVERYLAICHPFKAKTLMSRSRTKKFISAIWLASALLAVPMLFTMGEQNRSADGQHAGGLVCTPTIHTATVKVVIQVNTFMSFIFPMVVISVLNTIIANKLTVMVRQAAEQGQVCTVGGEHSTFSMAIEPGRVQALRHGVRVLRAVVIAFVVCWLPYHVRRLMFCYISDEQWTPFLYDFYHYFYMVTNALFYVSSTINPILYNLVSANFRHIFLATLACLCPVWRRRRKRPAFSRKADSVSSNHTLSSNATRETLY
TNAP activation fold – human TNAP enzyme activators, primary screen, biochemical, luminescent, no phosphate acceptor, uHTS (AID 1001). Alkaline phosphatase, tissue-nonspecific isozyme (Homo sapiens). purified TNAP, luminescent activation assay, no phosphate acceptor; higher activation fold means a stronger effect. activation fold at 20 µM, or EC50 in µM where a hit was titrated. actives 0.03% (n = 200,000); in the data active = activation fold from about 3, or a potency from the dose series; inactive = the rest, 99 in 100 with activation fold below about 1.6; also: many of its hits are not listed in these tables
GPR55 activation – GPR55 agonists via beta-arrestin recruitment, primary screen, imaging, U2OS cells, beta-arrestin-GFP redistribution (AID 1961); G-protein coupled receptor 55 (Homo sapiens); U2OS GPR55 beta-arrestin-GFP redistribution imaging; higher % means a stronger effect; one-dose activation, % at 10 µM; EC50 in µM for titrated hits; actives 0.048% (n = 290,000);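 active = activation above 40% with more than 50 cells counted in the well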;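 also: U2OS osteosarcoma cells stably expressing GPR55 and beta-arrestin-GFP; plate controls were DMSO negative control for no effect and LPI positive control for full effect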
HEK293 NOD2/NF-kB – NOD2 signaling inhibitors, cell-based, luminescence, uHTS, HEK293 (AID 1566). HEK293 NOD2/NF-kB luciferase reporter, luminescence; higher % means a stronger effect. inhibition, % at 4 µM, or EC50 in µM where a hit was titrated. actives 0.63% (n = 290,000); also: many of its hits are not listed in these tables
KOR beta-arrestin-2 – KOR agonists, beta-arrestin recruitment, primary screen, cell-based, luminescence, uHTS (AID 1777). Kappa-type opioid receptor (Homo sapiens). KOR beta-arrestin recruitment, luminescence; higher % means a stronger effect. activation, % at 10 µM, or EC50 in µM where a hit was titrated. actives 0.02% (n = 280,000); in the data active = activation above about 50%, passing the limit was not always enough; also: a part of the inactive calls stands beside numbers as strong as those of hits
NOD1 inhibition – NOD1 signaling inhibitors, primary screen, cell-based, luminescence, uHTS (AID 1578). actives 1% (n = 290,000). NOD1-driven NF-kB luciferase reporter cells, luminescence; higher % means a stronger effect. inhibition, % at 4 µM; hits with a dose series show EC50 in µM; in the data active = inhibition mostly above about 36%, no sharp cut-off; inactive = mostly below about 34%;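 also: HEK-293T reporter cells stimulated with the NOD1 agonist gamma-tri-DAP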
Yfh1-depleted yeast – enhancers of respiration in Yfh1-depleted yeast, dose response, Friedreich's ataxia, plus single-dose screen (AID 1465); actives 0.074% (n = 220,000); fold induction at 50 µM; hits with a dose series show EC50 in µM; S. cerevisiae Yfh1-off respiration, WST-1 reduction, 72 h; higher fold induction means a stronger effect;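 active = fold induction of absorbance versus untreated yeast above a set limit, then at least 30% activation at any dose in follow-up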;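 also: activators that raise dye reduction in frataxin-depleted yeast; strong numbers were not always called active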
NTR1 ag cell count 20 µM – also measured in NTR1 ag; calls as there; cell count; measured here: cell count, cytotoxicity flag
* = called active by the depositor; i = inactive; . = no result given; [ ] = remark or other dose. Rule as the data show it, unless noted: active = inhibition above about 50%; inactive = the rest. Only part of the results is shown. The share of hits here may be higher or lower than overall.

The line under a structure holds: CSM14.1 death rescue, KOR beta-arrestin-1, NTR1 ag, NTR1 ag cell count 20 µM, TNAP activation fold, GPR55 activation, HEK293 NOD2/NF-kB, KOR beta-arrestin-2, NOD1 inhibition, Yfh1-depleted yeast
CC(=O)c1ccc(S(=O)(=O)N2CCCC(N(C)CCc3ccccn3)C2)cc1 (stereo not drawn)
→ ., 1%, -0.6, 74, ., 0.1%, -14%, -0.7%, -35%, .
Cc1nc(SCC(=O)NCCc2ccccc2)c2oc3ccccc3c2n1
→ -0.9%, -13%, 1.3, 77, 1.1, -0.1%, 10%, 0.5%, 23%, i
COc1ccccc1Nc1ncc(C(=O)Nc2ccc(OC)c(OC)c2)c2ccccc12
→ 1.3%, 13%, 14, 40, 2.7, 0.4%, 13%, 1.5%, -38%, i
COc1ccc(C(=O)NCCN2CCOCC2)c(OC)c1OC
→ 0.9%, 11%, -1.7, 51, 1.1, 0.4%, 2%, 0.5%, 5%, i
COc1ccc(CCC(=O)OCC(=O)Nc2ccccc2OC(F)F)cc1OC
→ 0.7%, -1%, 2.4, 30, 1.1, 0.8%, 7%, 1.2%, -25%, i
CCn1c(SCC(=O)OC)nnc1-c1ccncc1
→ -0.9%, -12%, 0.9, 59, 1.1, -0.3%, 23%, -1.9%, -14%, i
COc1cccc(N2CCN(C(c3ccccn3)c3nnnn3C(C)(C)C)CC2)c1 (stereo not drawn)
→ -4.0%, 0%, 0.1, 36, 1.1, -0.2%, 2%, 0.0%, -15%, i
Cc1ccccc1NC(=O)CSCCO
→ -1.2%, 23%, -0.9, 59, 1.1, 0.3%, 0%, -3.7%, -28%, i
Cc1cc(C)c(S(=O)(=O)NCc2nc3nc(C)cc(C)n3n2)c(C)c1
→ ., -7%[20 µM], -0.5, 47, ., 0.5%, 7%, 0.1%, 12%, .
COc1ccc(NS(=O)(=O)Cc2ccccc2)cc1OC
→ 1.9%, 17%, -0.8, 75, 1.1, 0.0%, 5%, -1.9%, -12%, i
O=C(CCc1nc(-c2ccccc2F)no1)NC1CCCCC1
→ -2.2%, -23%, 0.0, 32, 1.1, 0.2%, 6%, 0.7%, 3%, i
COc1cccc([C@@H]2Oc3ccc(OC)cc3C(=O)[C@H]2OC(=O)Nc2cc(OC)c(OC)c(OC)c2)c1
→ -1.2%, -6%, 1.0, 80, 1, -0.2%, -16%, 0.3%, -17%, i
O=S(=O)(N/N=C\c1ccc2c(c1)OCO2)c1ccccc1
→ ., 5%, -0.1, 75, ., -0.1%, 5%, -1.5%, -19%, .
CCOC(=O)c1nn(-c2ccccc2C)c(=O)c2c(N)scc12
→ -0.6%, 12%, 1.7, 56, 1.1, -0.1%, 18%, -4.4%, -12%, i
N#CSCC(=O)c1cccc2ccccc12
→ 1.1%, -10%, ., ., 1.2, 3.5%, 12%, 2.2%, 2%, i
O=C(Nn1cnnc1)C(Sc1ccccc1)c1ccccc1 (stereo not drawn)
→ 1.1%, 5%, 0.2, 69, 1.1, 0.3%, -10%, -2.4%, 6%, i
CCCCCCSc1nsc(NC(C)=O)n1
→ -0.9%, -34%, 2.2, 41, 1, 0.2%, -68%, -2.2%, -62%, i
CC(=O)Nc1cccc(-c2nc3ccccc3s2)c1C
→ -2.6%, -10%[20 µM], -0.7, 84, 1.1, -0.1%, -12%, -6.5%, -23%, i
CN1CCN(C(=S)C(=O)Nc2ccc(Br)cc2)CC1
→ 2.2%, -27%[20 µM], -0.5, 74, 1.1, 0.2%, 12%, -2.9%, -19%, i
O=C(c1ccc(Cl)cc1Cl)C1(n2cncn2)Oc2ccccc2C1O (stereo not drawn)
→ -1.6%, -47%, 0.1, 85, 1.1, -0.2%, 5%, 1.5%, -20%, i
COc1ccc(-c2[nH]nc3c2C(c2ccncc2)C(C#N)=C(N)O3)cc1 (stereo not drawn)
→ ., 0%, 5.0, 79, 0.6, -0.1%, -2%, -3.7%, ., i
CCOC(=O)C1C(=O)CC(O)(c2ccccc2)CC1c1ccccc1 (stereo not drawn)
→ -0.9%, -27%, -0.7, 36, 1.1, -0.3%, 3%, -8.9%, 12%, i
Cc1ccc2[nH]c(=O)c(-c3noc(C(C)C)n3)cc2c1
→ 1.4%, 11%, -1.1, 92, 1.1, -0.1%, 5%, -2.8%, -14%, i
COc1ccc(-c2cnc3c(-c4ccc(F)cc4)cnn3c2N)cc1
→ ., 20%, -0.8, 113, ., 0.0%, -96%, -3.8%, -2%, .
CCCCOc1cccc(C2/C(=C(\O)c3ccc4c(c3)OCCO4)C(=O)C(=O)N2CCN2CCOCC2)c1 (stereo not drawn)
→ ., 0%, -0.4, 67, ., -0.1%, 6%, 1.8%, -48%, .
O=C(NCc1ccccc1)c1cc(S(=O)(=O)N2CCC3(CC2)OCCO3)ccc1F
→ -1.9%, -15%, 0.3, 65, 0.9, 0.0%, 6%, 5.4%, 12%, i
Nn1c(Cc2ccccc2)n[nH]c1=S
→ 1.1%, -8%[20 µM], 0.0, 50, 1, -0.1%, -7%, ., -25%, i
COc1ccc(NC(=O)CCCCCN2C(=O)c3ccccc3C2=O)c(OC)c1
→ ., 7%, -0.3, 41, ., 0.2%, -2%, 4.2%, -20%, .
Cc1csc(NC(=O)c2cnccn2)n1
→ -3.3%, -14%, -0.6, 67, 1, -1.0%, -42%, 9.1%, -33%, i
Cc1ccc(S(=O)(=O)c2ccc(C)cc2)cc1
→ -0.8%, 20%, 0.9, 53, 1.2, -0.2%, -12%, -8.9%, -8%, i
Cc1cc(NC(=O)Cn2ccc([N+](=O)[O-])n2)no1
→ 1.7%, -6%, -0.1, 55, 1.1, 0.1%, 7%, -0.2%, -31%, i
O=C(NCC1CCCO1)c1cc(-c2ccc(Cl)cc2Cl)on1 (stereo not drawn)
→ -1.2%, -64%, 3.0, 59, 1, -0.1%, -132%, 3.3%, -62%, i
CC(C)NC(=O)c1cnn2c1NC(c1cccs1)CC2C(F)(F)F (stereo not drawn)
→ -0.2%, 7%, 0.8, 98, 1.1, -0.4%, 7%, 0.9%, -22%, i
COc1ccc(/C=C/c2nc(-c3ccccc3)cc(=O)[nH]2)cc1
→ ., 7%, 8.8, 56, ., -0.1%, 1%, 0.7%, -5%, i
O=C1c2oc3ccccc3c(=O)c2C(c2cccc(F)c2)N1CCCO (stereo not drawn)
→ -1.5%, 12%, -1.0, 46, 1.1, -0.2%, -6%, 7.9%, 2%, i
Cc1nn(C(C)C(=O)NCC2CCCO2)c(C)c1[N+](=O)[O-] (stereo not drawn)
→ 0.8%, 12%, -0.9, 61, 1.1, 0.1%, 12%, -2.1%, -18%, i
Cc1ccccc1N1CC(=O)Nc2c(oc3nc(-c4ccccc4)cc(C)c23)C1=O
→ ., 8%, -0.9, 52, ., -0.2%, -8%, 2.8%, -11%, i
Cc1cccc(COc2ccc(/C=N/NC(=O)c3nnn(-c4nonc4N)c3COc3ccc(F)cc3)cc2)c1
→ ., 12%, 10, 50, ., -0.1%, -71%, 2.3%, -10%, i
COC(=O)COc1ccc(-c2nccc(-c3ccccn3)n2)cc1
→ ., 22%, 1.7, 86, ., -0.1%, 18%, -2.2%, 15%, .
Cc1ccc(S(=O)(=O)N(C)C)cc1NC(=O)CSc1nc2ccccc2[nH]1
→ 2.9%, -26%, -0.8, 59, 1.4, 0.7%, 22%, 11%, -24%, i
N#C/C(=C\c1ccc(OCCN2CCOCC2)cc1)C(=O)Nc1ccccc1F
→ ., 6%, -0.1, 56, ., -0.1%, 6%, 2.0%, -18%, .
CCN(CC(=O)NCCCN1CCOCC1)S(=O)(=O)c1cc(Cl)ccc1Cl
→ ., -27%, -1.1, 50, ., 0.4%, 12%, 2.7%, -14%, .
O=C(Nc1ccc2oc(-c3cccc4ccccc34)nc2c1)c1ncn[nH]1
→ -1.2%, 23%, -2.8, 89, 1.2, -0.1%, -81%, ., -39%, i
Cc1c(C(=O)OCC(C)C)[nH]c2c1C(=O)CC(c1ccco1)C2 (stereo not drawn)
→ ., -147%, -4.4, 54, 1, -0.1%, 2%, 9.4%, -28%, i
CCN(CC)c1ccc(/C=N/NC(=O)c2c(Cl)cnn2C)c(O)c1
→ -3.2%, -14%, -0.9, 58, 1.4, 0.3%, -43%, 1.0%, -34%, i

Structural class, those above with a halogen (13)
The line under a structure holds: CSM14.1 death rescue, KOR beta-arrestin-1, NTR1 ag, NTR1 ag cell count 20 µM, TNAP activation fold, GPR55 activation, HEK293 NOD2/NF-kB, KOR beta-arrestin-2, NOD1 inhibition, Yfh1-depleted yeast
COc1ccc(CCC(=O)OCC(=O)Nc2ccccc2OC(F)F)cc1OC
→ 0.7%, -1%, 2.4, 30, 1.1, 0.8%, 7%, 1.2%, -25%, i
O=C(CCc1nc(-c2ccccc2F)no1)NC1CCCCC1
→ -2.2%, -23%, 0.0, 32, 1.1, 0.2%, 6%, 0.7%, 3%, i
CN1CCN(C(=S)C(=O)Nc2ccc(Br)cc2)CC1
→ 2.2%, -27%[20 µM], -0.5, 74, 1.1, 0.2%, 12%, -2.9%, -19%, i
O=C(c1ccc(Cl)cc1Cl)C1(n2cncn2)Oc2ccccc2C1O (stereo not drawn)
→ -1.6%, -47%, 0.1, 85, 1.1, -0.2%, 5%, 1.5%, -20%, i
COc1ccc(-c2cnc3c(-c4ccc(F)cc4)cnn3c2N)cc1
→ ., 20%, -0.8, 113, ., 0.0%, -96%, -3.8%, -2%, .
O=C(NCc1ccccc1)c1cc(S(=O)(=O)N2CCC3(CC2)OCCO3)ccc1F
→ -1.9%, -15%, 0.3, 65, 0.9, 0.0%, 6%, 5.4%, 12%, i
O=C(NCC1CCCO1)c1cc(-c2ccc(Cl)cc2Cl)on1 (stereo not drawn)
→ -1.2%, -64%, 3.0, 59, 1, -0.1%, -132%, 3.3%, -62%, i
CC(C)NC(=O)c1cnn2c1NC(c1cccs1)CC2C(F)(F)F (stereo not drawn)
→ -0.2%, 7%, 0.8, 98, 1.1, -0.4%, 7%, 0.9%, -22%, i
O=C1c2oc3ccccc3c(=O)c2C(c2cccc(F)c2)N1CCCO (stereo not drawn)
→ -1.5%, 12%, -1.0, 46, 1.1, -0.2%, -6%, 7.9%, 2%, i
Cc1cccc(COc2ccc(/C=N/NC(=O)c3nnn(-c4nonc4N)c3COc3ccc(F)cc3)cc2)c1
→ ., 12%, 10, 50, ., -0.1%, -71%, 2.3%, -10%, i
N#C/C(=C\c1ccc(OCCN2CCOCC2)cc1)C(=O)Nc1ccccc1F
→ ., 6%, -0.1, 56, ., -0.1%, 6%, 2.0%, -18%, .
CCN(CC(=O)NCCCN1CCOCC1)S(=O)(=O)c1cc(Cl)ccc1Cl
→ ., -27%, -1.1, 50, ., 0.4%, 12%, 2.7%, -14%, .
CCN(CC)c1ccc(/C=N/NC(=O)c2c(Cl)cnn2C)c(O)c1
→ -3.2%, -14%, -0.9, 58, 1.4, 0.3%, -43%, 1.0%, -34%, i
